sPLA2-III inh: Blocks human group III sPLA2 activity. Q9NZ20. QFRET BODIPY PC-A2 liposome hydrolysis, fluorescence. inhibition, % at 12.2 µM. hit rate 0.56% among 370,000. AID 743126;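 active means inhibition above mean plus 3 SD of compounds lying within the high and low control bounds, cut at about 19% in these data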;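 further: 0% = median of test compound wells and 100% = no enzyme DMSO wells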
Tn6 DDE FP: DD(E)-Tn6 binding inhibition, primary FP screen; P02675; Fibrin DD(E) TRITC-Tn6 fluorescence polarization displacement; inhibition, % at 8.3 µM; hit rate 0.21% among 370,000;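 active means inhibition above a per-campaign cutoff: mean of compounds within control limits plus 3 SD, cut at about 15% in these data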;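 further: 0% = median of all compound wells on the plate and 100% = blocking peptide control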
DDE Tn7 FP inh: disrupts Tn7 cyclic peptide binding to fibrin D-Dimer-E complex | inhibition, % at 8.3 µM | P02675 | FP displacement of FITC-Tn7 peptide from fibrin DD(E); 0% = median of compound wells per plate | hit rate 0.13% among 370,000;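 active means inhibition above the mean of compounds falling within the control limits plus 3 SD of them, cut at about 14% in these data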;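 further: 0% = plate median of compound wells and 100% = 10 µM Aha-Tn7 peptide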
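Also added: labelled Tn7 tracer, 0.1 µM; Assay system: human fibrin DD(E) protein; Amount: 2 µM fibrin DD(E); Schedule: 10 min compound pre-incubation, 3 h probe incubation at room temperature; Repeats: one replicate per compound; Read-out basis: percent inhibition; Measured by: fluorescence polarization of the labelled Tn7 tracer.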
ASAP1 GAP inh: ASAP1 ArfGAP inhibition; Q9ULH1; ASAP1-stimulated ARF1 GTP hydrolysis, GDP FP detection; hit rate 0.19% among 360,000; inhibition, % at 16.5 µM; in the data active means inhibition above about 25%;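 further: 0% = vehicle with enzyme and substrate and 100% = no enzyme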
Rev-erbA mod: modulators of human Rev-erb alpha DNA binding; Rev-erbα–FITC-DNA binding, fluorescence polarization, 90 min; activity, % at 10 µM; hit rate 0.79% among 370,000; AID 1259318;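 active means activity above about 14%, limit read from the data; passing the limit was not always enough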;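 further: 0% = DMSO wells with 35 nM protein and 100% = DMSO wells with 750 nM protein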
proKLK7 act: proKLK7 (human) activation, primary screen; hit rate 0.9% among 370,000; P49862; purified proKLK7, EDANS-DABCYL substrate fluorescence; 100% is mature enzyme control, 0% vehicle; activation, % at 7 µM; AID 652039;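 active means activation above the mean of all tested compounds plus 3 SD, computed per campaign excluding outliers beyond control limits, cut at about 13% in these data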
ARFGAP1 inhibitor: inhibits rat ARF GTPase activating protein 1. Arfgap1-stimulated ARF1 GTP hydrolysis, GDP FP detection. hit rate 0.26% among 360,000. Q62848. inhibition, % at 16.5 µM;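 active means inhibition above a per-plate limit, mean inhibition of low control wells plus 3 SD, cut at about 25% in these data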;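 further: 0% = DMSO wells with enzyme and 100% = wells lacking Arfgap1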
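Material: truncated rat Arfgap1 GAP domain; Incubation: compound-enzyme preincubation 20 min, reaction 120 min, detection 60 min, 25 °C; Read-out: percent inhibition of Arfgap1-stimulated GTP hydrolysis; Technique: FP, GDP Alexa 633 tracer displaced from anti-GDP antibody, 620/688 nm; Controls: No-Arfgap1 wells (100%) versus DMSO full-reaction wells (0%); Replication: single well per compound.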
PLC-beta3 inh: PLC-beta3 (human) inhibition, primary screen; Q01970; inhibition, % at 12.2 µM; hit rate 0.18% among 370,000; Purified PLC-beta3, fluorogenic substrate, fluorescence; AID 720704; in the data active means inhibition above about 11%;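 further: 0% = median of compound wells on plate and 100% = full blocker control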
UHRF1 MBD2 ctr: blocks human UHRF1 binding to methylated DNA | Q96T88 | UHRF1 binding to methylated oligo, TR-FRET | inhibition, % at 4.4 µM | hit rate 0.75% among 370,000; in the data active means inhibition above about 21%;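 further: UHRF1 SRA domain binding a hemimethylated CpG hairpin DNA probe; 0% = median of test compound wells and 100% = reference inhibitor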
PLCg1 inh: inhibitors of human phospholipase C gamma1 | P19174 | purified PLC-gamma1, fluorogenic substrate, fluorescence | inhibition, % at 12.2 µM | hit rate 0.84% among 370,000 | AID 720700; in the data active means inhibition above about 9.5%
Target sequence (P19174 whole entry, looked up): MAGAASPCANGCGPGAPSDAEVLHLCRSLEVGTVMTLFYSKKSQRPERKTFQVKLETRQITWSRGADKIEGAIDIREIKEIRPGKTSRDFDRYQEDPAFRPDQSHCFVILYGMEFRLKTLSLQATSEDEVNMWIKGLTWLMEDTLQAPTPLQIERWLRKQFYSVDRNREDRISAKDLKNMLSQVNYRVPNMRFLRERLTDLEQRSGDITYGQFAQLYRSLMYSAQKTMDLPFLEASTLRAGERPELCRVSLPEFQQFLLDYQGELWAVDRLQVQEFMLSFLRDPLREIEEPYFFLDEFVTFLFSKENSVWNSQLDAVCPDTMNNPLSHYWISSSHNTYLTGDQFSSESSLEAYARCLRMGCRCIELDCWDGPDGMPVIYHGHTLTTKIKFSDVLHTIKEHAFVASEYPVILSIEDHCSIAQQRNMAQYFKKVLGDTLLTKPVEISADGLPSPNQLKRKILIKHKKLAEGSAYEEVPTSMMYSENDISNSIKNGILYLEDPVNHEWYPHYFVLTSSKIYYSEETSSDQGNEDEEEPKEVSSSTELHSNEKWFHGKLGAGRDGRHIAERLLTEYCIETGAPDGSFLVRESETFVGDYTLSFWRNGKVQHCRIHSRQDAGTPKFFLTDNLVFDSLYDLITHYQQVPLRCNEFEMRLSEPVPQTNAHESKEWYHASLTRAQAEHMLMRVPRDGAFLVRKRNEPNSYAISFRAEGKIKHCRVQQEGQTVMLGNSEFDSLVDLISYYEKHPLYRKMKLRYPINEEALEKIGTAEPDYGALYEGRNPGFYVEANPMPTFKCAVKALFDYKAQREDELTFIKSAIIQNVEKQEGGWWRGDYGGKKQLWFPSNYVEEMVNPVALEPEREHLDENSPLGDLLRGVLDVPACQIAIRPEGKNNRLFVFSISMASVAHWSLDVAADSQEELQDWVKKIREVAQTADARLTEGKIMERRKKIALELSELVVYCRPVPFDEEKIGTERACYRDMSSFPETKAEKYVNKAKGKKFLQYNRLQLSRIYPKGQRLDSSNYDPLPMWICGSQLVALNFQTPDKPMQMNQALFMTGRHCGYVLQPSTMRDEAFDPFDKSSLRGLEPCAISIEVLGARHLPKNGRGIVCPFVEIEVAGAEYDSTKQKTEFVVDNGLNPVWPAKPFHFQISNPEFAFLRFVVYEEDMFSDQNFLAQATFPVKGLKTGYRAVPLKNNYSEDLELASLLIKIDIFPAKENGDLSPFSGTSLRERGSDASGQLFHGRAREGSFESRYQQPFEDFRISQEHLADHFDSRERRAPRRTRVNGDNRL
The depositor's hits bear a star; nt = not tested or not shown.

Screens in order: Rev-erbA mod	proKLK7 act	PLCg1 inh	ASAP1 GAP inh	Tn6 DDE FP	DDE Tn7 FP inh	ARFGAP1 inhibitor	UHRF1 MBD2 ctr	PLC-beta3 inh	sPLA2-III inh
> COc1ccc(Cl)cc1C(=O)NC(=S)Nc1ccccc1N1CCOCC1
    0	0.3	-1	-8	7	-2	13	-2	-6	-6
> O=C(CN1C(=O)NC2(CCCCCC2)C1=O)c1ccc2c(c1)OCCO2
    -3	-0.6	-1	7	-4	-3	8	4	3	3
> O=C1CC(c2ccc(Cl)cc2)n2nc(N3C(=O)CCC3=O)nc2N1 (centres undefined)
    -2	0.5	0	-3	-1	2	-2	2	-1	14
> c1cncc(CNc2c3c(nc4nnnn24)CCCC3)c1
    -1	0.0	4	2	-4	-2	1	-1	2	3
> CCC(N)C12CC3CC(CC(O)(C3)C1)C2 (centres undefined)
    -1	0.6	0	-1	11	3	-7	1	0	0
> CC(=O)Nc1ccccc1-c1nnn(CC(=O)Nc2ccc3c(c2)OCCO3)n1
    -1	0.6	3	-3	2	2	4	-4	-1	0
> COc1ccc2c(c1)SC(C)CC2=O (centres undefined)
    -3	0.3	-15	1	5	-7	-1	0	-23	-1
> COc1ccc(NC(=O)/C(C#N)=C/c2ncc([N+](=O)[O-])n2C)c(OC)c1
    2	-0.2	3	-8	1	-2	7	1	-5	2
> Cc1cc2ncn(CCC(=O)NC3CCCC3)c2cc1C
    5	0.0	-2	6	-9	9	4	0	-1	4
> C/C(=N\Nc1cccc(Cl)c1)c1ccncc1
    -6	0.1	1	22	-4	7	-8	1	-2	-1
> COc1ccc2[nH]c(C)c(CN3CCC(C)CC3)c(=O)c2c1
    0	-0.3	-4	-1	-1	2	8	1	-8	14
> Cc1nn(Cc2ccccc2Cl)c(C)c1C(=O)NCCN1C(=O)S/C(=C\c2ccccc2)C1=O
    -4	-1.0	8	4	-7	-4	5	-1	0	4
> Cc1ccc(C)c(Nc2ccc3nonc3c2[N+](=O)[O-])c1
    1	0.4	4	-4	8	1	-7	-1	2	-3
> Cc1ccc(N(Cc2cc3ccc(C)cc3[nH]c2=O)S(=O)(=O)c2ccccc2)cc1
    34*	-0.1	-11	-2	-3	3	0	11	-16	-2
> C=CCOC(=O)C1=C[C@H](c2ccc(C(F)(F)F)cc2)C[C@H](OCCCCO)O1
    2	0.7	-3	10	3	8	0	8	-3	-7
> O=C(NCc1n[nH]c(=S)n1-c1ccccc1)c1cccs1
    0	-0.2	0	4	-4	-1	-16	4	-1	12
> Cc1ccc(-n2nc3c(N4CCC(C(=O)NCc5ccc(C)o5)CC4)nnc(C)c3c2C)cc1
    2	1.6	-69	-1	-2	3	0	2	-117	-12
> Cc1cccc(CSC2=NN3CCCC(=O)N=C3S2)c1
    0	0.4	3	-3	12	5	-15	-1	0	-6
> O=C(CNC(=O)c1ccccc1F)NCCOc1cccc(Cl)c1Cl
    -4	-0.2	-2	-9	-2	6	-4	-3	-2	5
> COc1ccc(/C=N/NC(=O)c2ccc3nc[nH]c3c2)cc1OC
    -2	0.5	-20	-5	-1	1	20	0	-34	0
> CC(NS(=O)(=O)c1ccc2[nH]c(=O)c(=O)[nH]c2c1)C(=O)O (centres undefined)
    -4	-1.2	-16	-8	-1	6	-1	4	-27	4
> CN1CCN(S(=O)(=O)c2ccc(C3CCCCC3)cc2)CC1
    -1	-0.5	2	-2	-8	2	-16	0	1	-14
> CCOC(=O)c1c(C)[nH]c(C(=O)COC(=O)c2oc3ccccc3c2C)c1C
    5	0.1	10*	0	3	-9	-3	-2	4	8
> O=C(CSCc1ccc(F)cc1)NCc1ccc(F)cc1
    0	0.1	-1	-3	1	2	-1	-4	-7	-7
> Cc1oc(-c2cccc(C(F)(F)F)c2)nc1CN1CCC[C@H]1CO
    2	-0.1	-3	0	1	1	-2	2	-12	-6
> Cc1ccc(S(=O)(=O)N2CC(O)CC2C(=O)NCc2ccc3c(c2)OCO3)cc1 (centres undefined)
    3	-0.1	-1	4	-1	3	6	-2	-5	-1
> Cc1cc2nc(C(C)(C)C)c(Cc3cccc(Cl)c3)n2c(C)c1Br
    10	-0.2	-5	9	-4	7	-3	2	-12	8
> COc1cc2c(=O)n(Cc3ccccc3)c(=O)n(CC(=O)NCC3CCCO3)c2cc1OC (centres undefined)
    -1	1.1	0	2	-1	2	9	-1	0	-1
> CC(C)(C)c1ccc(S(=O)(=O)N2CCN(C3CCCC3)CC2)cc1
    -1	-0.7	-1	-2	-1	-8	4	2	0	-5
> Cc1ccc(OCC(=O)N(C)CC(=O)N(CC(C)C)c2c(N)n(CC(C)C)c(=O)[nH]c2=O)c(C)c1
    1	0.1	-1	-4	0	2	2	0	0	-6
> CCC1Nc2ccccc2-c2nnc(SC)nc2O1 (centres undefined)
    -5	0.2	0	-12	-5	-1	1	-12	3	5
> CCOC(=O)C1CCCN(C(=O)c2c(-c3ccccc3)noc2C)CC1 (centres undefined)
    4	-0.3	1	9	-1	-4	12	1	4	4
> CCn1c(SCc2ccc(C)cc2)nnc1-c1nn(-c2ccccc2)ccc1=O
    1	-0.2	-2	0	1	-12	1	-1	-4	1
> Cc1nnc(SCC(=O)Nc2sccc2C(N)=O)n1Cc1ccccc1
    -1	-0.3	-6	6	4	7	13	-3	2	12
> COc1ccc(OC)c(NC(=O)COC(=O)Cn2nnc(-c3ccccc3)n2)c1
    0	0.7	-3	-5	-7	2	-10	13	-5	2
> Fc1ccc(Nc2ccc3ccccc3n2)c(F)c1
    -2	-0.3	-8	-4	14	4	8	3	-8	-3
> Cc1cc([N+](=O)[O-])ccc1NC(=O)CN1CCN(Cc2ccccc2)CC1
    4	-0.9	4	3	-1	6	3	-2	1	-2
> O=C(Cc1n[nH]c(=O)[nH]c1=O)N/N=C/c1cccc(O)c1
    -2	-0.5	8	-14	-6	-5	5	3	2	5
> O=[N+]([O-])c1ccc(Cl)c(S(=O)(=O)NC2=NCCC2)c1
    -1	0.1	2	3	4	8	4	-1	-1	5
> CCC(C)N(C)C1CCN(C(=S)Nc2cccc(OC)c2)CC1 (centres undefined)
    2	0.1	2	-7	4	0	2	0	-4	-7
> Cc1ccc(S(=O)(=O)N2CCN(C(=O)N3CCCCC3)CC2)c(C)c1
    -5	-0.6	1	10	1	-2	-4	-2	4	-6
> O=C(CCNC(=O)c1ccco1)Nc1ccc(C(F)(F)F)cc1
    -4	-0.6	4	6	8	-5	6	-1	3	2
> Cc1nn(C(=O)c2cccs2)c(N)c1-c1ccccc1
    6	-1.0	-3	-2	-7	-6	-5	2	-1	5
> COc1ccccc1CN1C[C@@H]2C[C@@H](c3ccc4nsnc4c3)N3CCC[C@@]23C1=O
    2	0.1	-7	-12	-1	-1	3	7	-21	9
> C[C@@]12C(=O)N(Cc3ccc(-c4ccccc4)cc3)CC(=O)N1[C@H](/C=C/c1ccccc1)[C@@H]1C(=O)N(c3ccccc3)C(=O)[C@@H]12
    0	-0.5	0	-8	0	0	-6	0	-1	-41
> O=C(CSc1nnc(C2CC2)n1Cc1ccccc1)Nc1cccnc1Cl
    -2	0.7	0	4	-1	-5	-1	3	-7	5
> Cn1c(=O)c2cc(NC(=O)c3ccccc3Cl)c(=O)oc2n(C)c1=O
    -1	0.8	-3	-11	3	-1	7	-4	-3	-6
> CC(/C=N/NC(=O)c1nnn(-c2nonc2N)c1C(C)C)=C\c1ccco1
    6	-1.0	-13	8	-3	-3	12	3	-20	-11
> COc1ccccc1C(=O)N(C)CC(=O)Nc1ccc(N2CCOCC2)cc1
    -4	0.3	1	1	5	9	-4	-2	1	-2
> CC(C)NC(=O)C1CCCN(S(=O)(=O)c2cccc3nonc23)C1 (centres undefined)
    -3	0.6	1	-12	-5	9	-1	-4	-2	4
> C#CCCN([C@H](C(=O)OC)C(C)C)S(=O)(=O)c1ccccc1Br
    -1	0.0	-1	nt	7	-1	nt	-2	-1	3
> CCC(=O)Nc1nc2c(c(=O)[nH]1)CCCC2
    -2	0.3	1	-12	8	1	-3	0	2	-3
> COc1ccc(OC)c(NC(=O)CSc2nnc(CNC(=O)COc3ccc(Cl)cc3)o2)c1
    5	1.2	1	6	12	7	-1	-4	-1	-4
> CCCCCNC(=O)C(c1cc2ccccc2o1)n1c(=O)c(-c2ccco2)nc2ccccc21 (centres undefined)
    -1	-4.3	-56	-13	-4	2	4	4	-71	2

Entries listed so far marked active in PLCg1 inh.
Screens in order: Rev-erbA mod	proKLK7 act	PLCg1 inh	ASAP1 GAP inh	Tn6 DDE FP	DDE Tn7 FP inh	ARFGAP1 inhibitor	UHRF1 MBD2 ctr	PLC-beta3 inh	sPLA2-III inh
> CCOC(=O)c1c(C)[nH]c(C(=O)COC(=O)c2oc3ccccc3c2C)c1C
    5	0.1	10*	0	3	-9	-3	-2	4	8

12 entries from above, as comma-separated lines.
molecule,Rev-erbA mod,proKLK7 act,PLCg1 inh,ASAP1 GAP inh,Tn6 DDE FP,DDE Tn7 FP inh,ARFGAP1 inhibitor,UHRF1 MBD2 ctr,PLC-beta3 inh,sPLA2-III inh
Cc1nn(C(=O)c2cccs2)c(N)c1-c1ccccc1,6,-1.0,-3,-2,-7,-6,-5,2,-1,5
COc1ccccc1CN1C[C@@H]2C[C@@H](c3ccc4nsnc4c3)N3CCC[C@@]23C1=O,2,0.1,-7,-12,-1,-1,3,7,-21,9
C[C@@]12C(=O)N(Cc3ccc(-c4ccccc4)cc3)CC(=O)N1[C@H](/C=C/c1ccccc1)[C@@H]1C(=O)N(c3ccccc3)C(=O)[C@@H]12,0,-0.5,0,-8,0,0,-6,0,-1,-41
O=C(CSc1nnc(C2CC2)n1Cc1ccccc1)Nc1cccnc1Cl,-2,0.7,0,4,-1,-5,-1,3,-7,5
Cn1c(=O)c2cc(NC(=O)c3ccccc3Cl)c(=O)oc2n(C)c1=O,-1,0.8,-3,-11,3,-1,7,-4,-3,-6
CC(/C=N/NC(=O)c1nnn(-c2nonc2N)c1C(C)C)=C\c1ccco1,6,-1.0,-13,8,-3,-3,12,3,-20,-11
COc1ccccc1C(=O)N(C)CC(=O)Nc1ccc(N2CCOCC2)cc1,-4,0.3,1,1,5,9,-4,-2,1,-2
CC(C)NC(=O)C1CCCN(S(=O)(=O)c2cccc3nonc23)C1 (centres undefined),-3,0.6,1,-12,-5,9,-1,-4,-2,4
C#CCCN([C@H](C(=O)OC)C(C)C)S(=O)(=O)c1ccccc1Br,-1,0.0,-1,nt,7,-1,nt,-2,-1,3
CCC(=O)Nc1nc2c(c(=O)[nH]1)CCCC2,-2,0.3,1,-12,8,1,-3,0,2,-3
COc1ccc(OC)c(NC(=O)CSc2nnc(CNC(=O)COc3ccc(Cl)cc3)o2)c1,5,1.2,1,6,12,7,-1,-4,-1,-4
CCCCCNC(=O)C(c1cc2ccccc2o1)n1c(=O)c(-c2ccco2)nc2ccccc21 (centres undefined),-1,-4.3,-56,-13,-4,2,4,4,-71,2

Screening results (PubChem)
